High-throughput results from PubChem BioAssay.
RECQ1 inh = inhibitors of human RECQ1 DNA helicase | RECQ1 DNA unwinding, red fluorescence kinetic read | Potency, µM (titrated, usually from 57.3 µM), for inactives: at the top dose activity, negative = inhibition, hits mostly inhibitors | 240,000 tested, 0.54% active | AID 2549;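 note: plate controls were vehicle for no effect and no enzyme for full effect; nearly all actives have a fitted effect of over 30% in size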
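RECQ1T1 50 nM; forked duplex (20 bp + 30-nt ss tails) 200 nM, ATP 2 mM final; pH 8.0, 2 mM MgCl2, 2.5 ug/ml poly(dI-dC); 15 min compound preincubation; discontinuous kinetic read over 2 h at RT.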
L3MBTL1 block = L3MBTL1 (human) inhibition; AlphaScreen L3MBTL1–H3K9me1 peptide binding; Potency, µM (titrated, usually from 57.1 µM), without a hit: at the highest dose activity, negative = inhibition, usual class: inhibitors; 230,000 tested, 0.66% active; AID 485360; note: % is set by controls: 0 for no effect and ±100 for the full control effect; nearly all actives have a fitted effect of over 60% in size
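L3MBTL1 (50 nM) pre-complexed 30 min with biotinylated H3(1-15)K9me1 peptide (75 nM), then compounds added for 30 min at room temperature; AlphaScreen streptavidin donor/nickel chelate acceptor beads (10 ug/mL final) read after 30 min dark incubation.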
Lamin A splicing = LMNA splicing modulation | Potency, µM (top dose mostly 46.1 µM), without a hit: at the highest dose ratio change, negative = inhibition, most hits filed as inhibitors | 200,000 tested, 0.01% active | HeLa LMNA splicing GFP/RFP minigene ratio, 48 h; active = well fitted inhibition curve with a large enough effect in the signal ratio, with a control signal flat, not every such curve was filed as active; inconclusive = small, poorly fitted or top-dose-only effect, or effect the other way, or a change in a side signal; the % refers to the signal ratio; note: % is set by controls: 0 for no effect and ±100 for the full control effect
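S3 HeLa cells stably expressing lamin A-EGFP splicing minigene plus DsRed2, 600 cells/well, 48 h compound exposure at 37C. Laser-scanning cytometry; analysed as GFP (500-530 nm)/RFP (575-640 nm) total intensity ratio; 0.5% DMSO vehicle.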
SMN2 splice enh = enhancers of SMN2 splice variant expression. HEK293 SMN2-luciferase splicing reporter, luminescence, 30-36 h. Potency, µM (top dose mostly 46.1 µM), without a hit: at the top dose activity change, positive = activation, most hits filed as activators. 210,000 tested, 2.8% active. AID 1458; note: % of control where 0% means no effect; nearly all actives have a fitted effect of over 55% in size
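qHTS luciferase splicing reporter: luminescence rises when SMN2 exon 7 is included in transfected HEK293 cells. Compound exposure lasted 30-36 h at 37C, with 4.5 mM final sodium butyrate as control, followed by a ONE-Glo read.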
JMJD2E inh = blocks human JMJD2E demethylase activity; B2RXH2; JMJD2E catalytic domain, FDH-coupled NADH fluorescence (FDH is formaldehyde dehydrogenase); Potency, µM (highest dose often 57.1 µM), for inactives: top-dose activity change, negative = inhibition, actives largely listed as inhibitors; AID 2147; 230,000 tested, 1.6% active; active = well fitted inhibition curve with a large enough effect, not every such curve was filed as active; inconclusive = small, poorly fitted or top-dose-only effect, or another doubt; inactive = no such curve, though single readings can be large or run the other way;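 note: 0% = wells with enzyme and -100% = buffer wells without enzyme; nearly all actives have a fitted effect of over 50% in size; many of its hits are not listed in these tables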
Target sequence (B2RXH2 1-337 limits assumed): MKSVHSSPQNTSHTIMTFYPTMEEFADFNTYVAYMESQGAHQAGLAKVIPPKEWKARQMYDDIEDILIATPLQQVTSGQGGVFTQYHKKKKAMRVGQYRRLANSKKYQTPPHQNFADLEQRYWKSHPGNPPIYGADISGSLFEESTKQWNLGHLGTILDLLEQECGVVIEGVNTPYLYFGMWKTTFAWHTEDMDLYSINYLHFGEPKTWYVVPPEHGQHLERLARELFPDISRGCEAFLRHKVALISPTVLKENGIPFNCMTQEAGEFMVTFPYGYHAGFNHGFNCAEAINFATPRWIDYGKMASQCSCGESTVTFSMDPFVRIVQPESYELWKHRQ
KinaseGlo FLuc = blocks Kinase-Glo luciferase, a counter-screen artifact | Q27757 | Kinase-Glo luciferase, ATP luminescence, 8 min | Potency, µM (titrated, usually from 38.3 µM), without a hit: at the highest dose activity change, negative = inhibition, actives largely listed as inhibitors | 200,000 tested, 0.28% active | AID 1379; note: % is set by controls: 0 for no effect and ±100 for the full control effect; nearly all actives have a fitted effect of over 60% in size
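Compound is pinned into ATP-containing buffer (10 uM ATP, imidazole pH 7.2, 7 mM MgCl2). Kinase-Glo luciferase reagent is then added. Light output is recorded following an 8-min room-temperature incubation.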
Tau ThT inhib = blocks human tau fibril formation measured by thioflavin T | P10636 | recombinant tau K18 P301L (four-repeat tau fragment), heparin-induced fibrillization, ThT fluorescence | Potency, µM (titrated, usually from 57.4 µM), without a hit: at the highest dose activity, negative = inhibition, hits mostly inhibitors | 270,000 tested, 2.1% active; note: % is set by controls: 0 for no effect and ±100 for the full control effect; nearly all actives have a fitted effect of over 55% in size
Target sequence (P10636 561-689 P618L limits assumed): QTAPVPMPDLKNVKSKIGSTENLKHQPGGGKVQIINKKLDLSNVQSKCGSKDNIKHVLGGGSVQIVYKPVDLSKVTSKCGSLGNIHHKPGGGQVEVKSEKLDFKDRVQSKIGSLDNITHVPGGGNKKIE
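K18 P301L tau (15 uM + 0.24 uM Alexa 594-tagged), heparin 20 uM, NaOAc pH 7, 6 h 37 C; ThT 30 uM, 1 h RT, ex 450/em 510 nm.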
ALDH1A1 inh = blocks purified human ALDH1A1 activity; P00352; Purified ALDH1A1, NADH fluorescence, propionaldehyde substrate; Potency, µM (doses to about 75.3 µM), for the others: at the highest dose activity, negative = inhibition, usual class: inhibitors; 220,000 tested, 7.3% active; AID 1030; active = well fitted inhibition curve with a large enough effect, not every such curve was filed as active; inconclusive = small, poorly fitted or top-dose-only effect, or another doubt; inactive = no such curve, though single readings can be large or run the other way;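 note: plate controls were no enzyme wells and a reference inhibitor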
Target sequence (P00352 whole entry, looked up): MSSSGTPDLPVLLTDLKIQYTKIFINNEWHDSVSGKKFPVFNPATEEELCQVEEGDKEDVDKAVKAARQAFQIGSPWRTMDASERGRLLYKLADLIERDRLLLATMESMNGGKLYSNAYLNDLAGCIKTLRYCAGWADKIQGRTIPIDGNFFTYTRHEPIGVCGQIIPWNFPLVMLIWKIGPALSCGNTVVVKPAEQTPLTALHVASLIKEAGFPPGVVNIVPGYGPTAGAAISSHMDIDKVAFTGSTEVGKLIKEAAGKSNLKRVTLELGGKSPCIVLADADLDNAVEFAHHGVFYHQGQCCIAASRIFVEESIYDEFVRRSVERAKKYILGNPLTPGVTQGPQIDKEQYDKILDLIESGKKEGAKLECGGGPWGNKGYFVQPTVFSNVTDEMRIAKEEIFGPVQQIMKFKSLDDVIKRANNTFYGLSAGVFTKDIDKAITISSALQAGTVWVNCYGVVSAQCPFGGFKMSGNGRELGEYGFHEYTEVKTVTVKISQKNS
Starred values were filed as active, the others as inactive; i = inactive; ? = inconclusive; . = no result given; [ ] = another dose, or the depositor's remark. Unless noted, calls come from the whole dose curve; as a rule, active = well fitted curve in the direction sought with a large enough effect; inconclusive = small, poorly fitted or top-dose-only effect, or another doubt; inactive = no such curve, though single readings can be large; an effect the other way counts as inactive or inconclusive. Potency is the fitted concentration of half-maximal effect.

mol,RECQ1 inh,L3MBTL1 block,Lamin A splicing,SMN2 splice enh,JMJD2E inh,KinaseGlo FLuc,Tau ThT inhib,ALDH1A1 inh
Cc1cc(OC(=O)c2ccco2)c2c(C)cc(=O)oc2c1,-7%,.,7%,7%,-1%,-2%,-1%,?
CCN(CC(=O)Nc1ccc2c(c1)OCCO2)S(=O)(=O)c1cccs1,-4%,.,1%,9%,4%,2%,4%,?
COc1ccc(-c2nc3ccccc3[nH]2)cc1,-7%,.,3%,2.5µM*,?,8.9µM*,-3%,?
CC(C)(C)NC(=O)COC(=O)/C=C/c1ccccc1[N+](=O)[O-],-7%,.,7%,-15%,5%,0%,1%,5%
O=C(O)CC1NC(=O)N(c2ccccc2)C1=O (configuration not stated),-9%,.,-7%,9%,4%,1%,12%,3%
COc1ccccc1C(=O)NCc1ccccn1,i,5%,-1%[46 µM],.,-2%,-4%,-4%,-5%
CC(C(=O)NCCCc1ccccc1)c1ccc([N+](=O)[O-])cc1 (configuration not stated),i,33%,.,5%,-3%,0%,1%,?
CSCC[C@@H](N)C(=O)O,0%,.,.,9%,.,.,-1%,0%
Cn1c(=O)oc2cc(S(=O)(=O)N3CCCC(C(=O)Nc4ccc5c(c4)OCCO5)C3)ccc21 (configuration not stated),-16%,-5%,-19%,-3%,-2%,2%,-3%,-10%
COc1ccc2c(C(=O)CN3CCN(c4ccccc4)CC3)c[nH]c2c1,?,.,7%,-8%,-6%,0%,?,-6%
CC(=O)N(/N=C/c1cccc(C)c1)c1nc(-c2ccc(Br)cc2)cs1,6%,-3%,1%,-7%,-3%,-6%,?,?
CCC(C)NC(=O)CSc1nc2c(sc3ccccc32)c(=O)n1CCCN1CCOCC1 (configuration not stated),-3%,.,2%,8%,7%,-1%,-14%,-9%
O=C(NNC(=S)NC(=O)c1ccccc1[N+](=O)[O-])c1ccccc1Cl,1%,12%,?,1%,?,1%,?,-8%
Cc1ccc(SC(C)C(=O)Nc2ccncc2)cc1 (configuration not stated),i,.,?,-27%,-1%,20%,-15%,11%
S=c1[nH]nc(C2CCCCC2)n1/N=C/c1ccncc1,i,-16%[2.29 µM],.,-37%,5%,1%,3%,-8%
OC(CNC1CCCCC1)CN1CCN(CC(O)CNC2CCCCC2)CC1 (configuration not stated),-2%,.,-11%,?,9%,-2%,-2%,6%
C=CCn1c(CCC(O)COCCC)n[nH]c1=S (configuration not stated),5%,-2%,22%[46 µM],.,?,-1%,-5%,-1%
Cc1noc(/C=C/N(C)C)c1S(=O)(=O)N1CCC(C(=O)O)CC1,-5%,2%,-13%,-1%,0%,4%,?,2%
COc1ccc(CN=C(N)N=C(N)N)cc1Cl,i,.,10%[46 µM],-59%[inhibitor],-4%,-1%,7%,-3%
Cc1ccc(OCC(O)Cn2c(=N)n(CCN3CCOCC3)c3ccccc32)cc1 (configuration not stated),i,2%,?,-14%,-3%,1%,-6%,11%
COc1cc(/C=N/NC2=NC(C)(C)Cc3ccccc32)cc(OC)c1OC,-8%,-10%,.,.,-23%,-2%,?,1%
COc1ccccc1/C=C/C=N/NC(=O)Cc1cccn1C,-8%,-15%,8%,?,?,1%,?,?
CCN(CC)C(=O)CSC(=Nc1ccccc1F)NC#N,-11%,.,6%,14µM*,-2%,0%,?,?
C=CCn1c(/N=C/c2ccc3c(c2)OCO3)nc2ccccc21,0%,1%,-10%,10%,1%,-24%,4%,?
O=C(Cc1ccc(Nc2nc(=S)[nH]c3ccccc23)cc1)NC1CCCCC1,-10%,-6%,-15%[46 µM],3%,?,4%,-9%,6%
CN(Cc1ccccc1)C(=O)CCNC(=O)Cn1cnc2ccccc2c1=O,i,10%,8%,-9%,7%,-4%,-2%,7%
O=C(N/N=C/c1ccc[nH]1)c1ccc(O)cc1,i,-6%,5%[46 µM],.,?,-6%,?,-5%
COc1ccc(C)cc1NC(=O)CN(c1ccc(F)cc1)S(C)(=O)=O,-10%,5%,4%,-10%,10%,-4%,-2%,6%
CCCCCCCCSc1nnc(-c2ccc(OC)cc2)o1,-5%,.,17%,-15%,0%,16%,?,2%
C/C(=N\NC(=O)C1(C)CC1(Br)Br)c1cccc(NC(=O)C2CCC2)c1 (configuration not stated),-2%,2%,?,-12%,-3%,0%,-3%,-10%

The closing 6 compounds of the part before come first, to join the parts.
mol,RECQ1 inh,L3MBTL1 block,Lamin A splicing,SMN2 splice enh,JMJD2E inh,KinaseGlo FLuc,Tau ThT inhib,ALDH1A1 inh
O=C(Cc1ccc(Nc2nc(=S)[nH]c3ccccc23)cc1)NC1CCCCC1,-10%,-6%,-15%[46 µM],3%,?,4%,-9%,6%
CN(Cc1ccccc1)C(=O)CCNC(=O)Cn1cnc2ccccc2c1=O,i,10%,8%,-9%,7%,-4%,-2%,7%
O=C(N/N=C/c1ccc[nH]1)c1ccc(O)cc1,i,-6%,5%[46 µM],.,?,-6%,?,-5%
COc1ccc(C)cc1NC(=O)CN(c1ccc(F)cc1)S(C)(=O)=O,-10%,5%,4%,-10%,10%,-4%,-2%,6%
CCCCCCCCSc1nnc(-c2ccc(OC)cc2)o1,-5%,.,17%,-15%,0%,16%,?,2%
C/C(=N\NC(=O)C1(C)CC1(Br)Br)c1cccc(NC(=O)C2CCC2)c1 (configuration not stated),-2%,2%,?,-12%,-3%,0%,-3%,-10%
Nc1nnc(SCC(=O)Nc2ccc3nc(SCC(=O)Nc4ccccc4)sc3c2)s1,-1%,18%,?,-4%,-5%,1%,4%,-10%
COc1ccc(-n2nnnc2SCC(=O)N2CCCC2)cc1OC,i,1%,0%,5%,1%,4%,-14%,3%
CN(C)/C(Cn1cncn1)=C1/N=C(c2c(F)cccc2F)OC1=O,-12%,0%,.,.,-17%,.,8%,-4%
Cc1ccc(C(=O)Nc2ccc(Cl)cc2C)c(Cl)c1,3%,4%,-9%[46 µM],10µM*,5%,-1%,-16%,0%
Cc1oc(-c2ccc(Cl)cc2)nc1CN1CCC(C(=O)NCc2cccs2)CC1,-6%,.,12%,-9%,-2%,3%,-6%,-1%
Cc1ccc(S(=O)(=O)N2CCSC2C(=O)O)cc1 (configuration not stated),-3%,31%[activator],-7%,?,-6%,1%,-3%,-1%
C=CCn1c(=O)c2c(nc3n2CC(C)CN3c2cccc(OC)c2)n(C)c1=O (configuration not stated),-3%,.,3%,5%,-1%,-1%,-12%,-3%
O=C(CS(=O)(=O)Cc1ccccc1)NCc1ccc2c(c1)OCO2,i,.,14%,-6%,9%,-1%,-4%,?
Cc1ccc(C2(c3noc(CN(C)CC4CCCCO4)n3)CCCC2)cc1 (configuration not stated),i,-5%,.,-26%,-7%,0%,-11%,7%
O=S(=O)(Nc1ccc(-c2csc(-c3ccccc3)n2)cc1)c1ccccc1,-16%,-5%,?,-7%,?,0%,1%,0%
COc1ccc(-c2ccc(-c3noc(C4CCCCC4)n3)c(OC)n2)cc1,i,-3%,7%,-16%,?,-1%,-17%,?
Cc1ccc(N(CC(=O)N/N=C/c2ccco2)S(=O)(=O)c2ccccc2)cc1,-24%,-44%,8%,.,0%,.,-6%,0%
O=C(O)c1ccccc1C(=O)N1CCN(c2cccc(Cl)c2)CC1,-7%,6%,-2%,0%,3%,-1%,-8%,?
CCCSC1=NN2CCCC(=O)N=C2S1,-4%,.,.,26%,8%,-1%,0%,-9%
COCCCNC(=O)c1ccc2nc3ccccc3c(=O)n2c1,-11%,11%,-5%,25%,?,-1%,-10%,?
O=C(Nc1ccc2c(c1)OCO2)C1CCCN1C(=O)Nc1cccc(F)c1 (configuration not stated),i,2%,15%,-4%,-4%,-1%,6%,-3%
Cc1ccccc1OCCNC(=S)Nc1ccccc1,-15%,-4%,-4%,-31%[inhibitor],1%,-6%,-14%,8%
COCC(=O)NNC(=O)Cc1ccc(Cl)cc1,-3%,0%,9%[46 µM],.,10%,-3%,5%,?
C=CCOc1ccc(/C(CC)=N/O)cc1OC,-12%,.,-4%,-2%,7%,-4%,-11%,5%
CCOC(=O)N/N=C(\C)c1ccc(C)o1,-5%,22%,-13%[46 µM],1%,-2%,0%,1%,5%
O=C(Nc1ccccc1)N1CCCC2(CCN(C(=O)c3csnn3)CC2)C1,-5%,.,.,-1%,.,-2%,.,2%
O=C(NCc1ccco1)NC12CC3CC(CC(C3)C1)C2,i,.,-6%,-11%,8%,3%,0%,-8%
COCC(C)NC(=O)C(C)Oc1ccccc1 (configuration not stated),-1%,1%,5%,-3%,-7%,0%,5%,5%
Cc1ccc(NC(=O)c2ccc(S(=O)(=O)N3CCOCC3)cc2)nc1,i,.,5%,-3%,-2%,-1%,-5%,8%
Cc1cc(=O)oc2cc(OCc3ccc(C(=O)N4CCN(c5ccc([N+](=O)[O-])cc5)CC4)cc3)ccc12,-2%,-8%,?,-49%[inhibitor],?,0%,?,?

A portion of the library, so the mix of outcomes need not match the whole.
